NCI-60 one-dose screen, 48 h, at 10 µM unless noted. Numbers give growth in % (100 = growth as untreated, 0 = no growth, -100 = all killed).
IGROV1 – IGROV1 ovarian cancer. 4.7% of 79,000 active
UO-31 – UO-31 renal cancer | 5.2% of 81,000 active | AID 1794768
TK-10 – TK-10 renal cancer cells | 3.9% of 81,000 active
786-0 – 786-0 renal cancer cells. 5.1% of 81,000 active. AID 1794775
ACHN – ACHN renal cancer; 4.9% of 81,000 active
SN12C – SN12C renal cancer cells; AID 1794767; 3.8% of 81,000 active
NCI/ADR-RES – NCI/ADR-RES ovarian cells. 4.4% of 81,000 active. AID 1794790
CAKI-1 – CAKI-1 renal cancer; AID 1794772; 4.7% of 75,000 active
* = called active by the depositor; nt = not tested or not shown; & = joins results of further samples. How the source made its calls: active means growth percent below 10; inactive means the rest.

SMILES | IGROV1 | ACHN | UO-31 | CAKI-1 | 786-0 | SN12C | NCI/ADR-RES | TK-10
O=C(O)/C(=C/c1cccc(Cl)c1)c1ccc(Cl)cc1 | 103 | 106 | 98 | 99 | 95 | nt | 101 | 96
CC1(C)CC[C@]2(C(=O)O)CC[C@]3(C)C(=CCC4[C@@]5(C)C[C@@H](O)[C@@H]6OC(c7ccccc7O)OC[C@@]6(C)C5CC[C@]43C)C2C1 (some centres not stated) | 57 | 25 | 55 | 73 | 22 | 60 | 35 | 52
COc1cc2oc(-c3cccc(NC(=O)c4cccc(NC(=O)[C@H](C)NC(=O)OC(C)(C)C)c4)c3)cc(=O)c2c(OC)c1OC | 69 | 75 | 57 | 75 | 68 | 70 | 100 | 107
Cc1ccc(C)c(-c2csc(Nc3ccc(C)c(C)c3)n2)c1 | 81 | 59 | 40 | 78 | 66 | 66 | 54 | 52
CC(=O)c1ccc(-n2cc(CN3CCN(c4cc5c(cc4F)c(=O)c(C(=O)O)cn5C4CC4)CC3)nn2)cc1 | 75 | 97 | 63 | 88 | 88 | 103 | 88 | 103
COc1ccc(-c2nn(-c3cccc(NC(=O)c4cc(C(F)(F)F)cc(C(F)(F)F)c4)c3)cc2-c2ccncc2)cc1Cl | 77 | 66 | 43 | 50 | 81 | 78 | 60 | 86
N#Cc1c(N)nnn1Cc1cc(=O)oc2c1ccc1ccccc12 | 101 | 98 | 73 | 98 | 102 | 94 | 99 | 115
C/C(=N\N1C(=O)c2ccccc2NC1c1cccc([N+](=O)[O-])c1)c1c(O)cc(C)oc1=O (configuration not stated) | 110 | 117 | 90 | nt | 102 | 100 | 111 | 99
O=C1CCCCC1=C1CCCCC1 | 103 | 82 | 93 | 98 | 105 | 98 | 105 | 106
CCOC(=O)C1=C(C#N)C(C(=O)OCC)c2ncccc21 (configuration not stated) | 121 | 102 | 97 | 80 | 95 | 105 | 102 | 102
CC(=O)N(C)SCC(NC(=O)C(Cc1ccccc1)NC(=O)OCc1ccccc1)C(=O)NC(Cc1ccccc1)C(=O)NC(Cc1cn(C=O)c2ccccc12)C(=O)NC(CCCCNC(=O)OCc1ccccc1)C(=O)NC(C(=O)NC(CSN(C)C(C)=O)/C(O)=N\O)C(C)OCc1ccccc1 (configuration not stated) | 104 | 96 | 78 | 96 | 108 | 95 | 102 | 111
O=C1OCC2=C1C(c1cccc(F)c1)c1cc3c(cc1N2CCO)CCC3 (configuration not stated) | 23 | 23 | 38 | 32 | 32 | 27 | 13 | 58
CC(=O)OC[C@@H]1O[C@H](n2cc(COc3ccc(C=O)cc3)nn2)[C@@H](OC(C)=O)[C@H](OC(C)=O)[C@H]1OC(C)=O | 95 | 103 | 98 | 98 | 97 | 109 | 97 | 93
CSc1nncc(-c2ccccc2)n1 | 103 | 94 | 100 | 90 | 92 | 96 | 101 | 103
COC1=CC(=O)OC(c2ccco2)C1 (configuration not stated) | nt | 99 | nt | nt | 107 | 105 | 105 | 114
CCOC(=O)C(Nc1ccc(F)cc1)c1ccc(N)cc1 (configuration not stated) | 96 | 84 | 56 | 100 | 97 | 98 | 92 | 95
COc1ccc2nc3sc(C(=O)Nc4ccc(C(=O)/C=C/c5ccc(Cl)cc5)cc4)cc3cc2c1 | 94 | 96 | 80 | 92 | 107 | 101 | 95 | 108
Cc1nc(-c2ccccc2O)ccc1C(=O)N=Nc1c(O)[nH]c2ccc(F)cc12 | 93 | 95 | 71 | 98 | 97 | 99 | 99 | 116
C[C@@]1(O)CCCC[C@H]1O | 112 | 115 | 94 | 96 | 101 | 105 | 99 | 110
O=C(NCCN1CCCC1)n1cc(-c2ccncc2)c(-c2ccc(O)c(Cl)c2)n1 | 115 | 99 | 97 | 119 | 102 | 108 | 101 | 59
CC(C)(C)OC(=O)N1CCc2c(sc3ncnc(Nc4ccc(NC(=O)Nc5ccccc5)cc4)c23)C1 | 85 | 94 | 70 | 87 | 94 | 90 | 93 | 102
CC(OCc1ccccc1)[C@@H]1N=C(c2ccc(Br)cc2)Nc2nc3ccccn3c2C1=O (some centres not stated) | 83 | 84 | 50 | 72 | 92 | 88 | 78 | 104
COC(=O)C1(C)CCC[C@]2(C)[C@H]3C[C@@H]4[C@H]5[C@@H]6CC/C(=N\N=CCc7ccco7)[C@H]5[C@@]3(CC[C@@H]12)CC4(C(C)C)O6 (some centres not stated) | 97 | 93 | 79 | 60 | 93 | 96 | 90 | 112
Cc1csc(NC(c2ccccc2)c2c(C)nc3ccccn23)n1 (configuration not stated) | 108 | 102 | 76 | 95 | 100 | 100 | 99 | 111
COc1cc(CNC(=O)/C=C/c2ccccc2)ccc1OCC(=O)NO | 98 | 93 | 82 | 91 | 103 | 96 | 96 | 102
COc1ccc(CCNC(=O)Cc2ccc(OC)c(OC)c2)cc1OC | 120&118 | 106&111 | 74&104 | 101&93 | 104 | 97&107 | 102&107 | 106&120
CN(C)c1nc(NCCNS(=O)(=O)c2ccc(C3=Nc4c(N)nc(N)nc4NC(c4ccc(Cl)cc4)C3)cc2)nc(Nc2ccc(F)cc2)n1 (configuration not stated) | 51 | 74 | 81 | 72 | 24 | 47 | 94 | 80
Cn1cc(-c2nn3cc(-c4ccc(C(F)(F)F)cc4)nc3s2)c2ccccc21 | 98 | 100 | 91 | 84 | 97 | 100 | 105 | 106
O/N=C/c1ccccn1 | 119 | 109 | 107 | 105 | 97 | 111 | 112 | 109
COc1cc(-n2c(C)nc3ncn(-c4ccccc4)c3c2=O)cc(OC)c1OC | 110 | 107 | 88 | 99 | 107 | 98 | 109 | 110

Results in CAKI-1 and TK-10 (two entries from above):
smiles | CAKI-1 | TK-10
O=C1OCC2=C1C(c1cccc(F)c1)c1cc3c(cc1N2CCO)CCC3 (configuration not stated) | 32 | 58
CC(=O)OC[C@@H]1O[C@H](n2cc(COc3ccc(C=O)cc3)nn2)[C@@H](OC(C)=O)[C@H](OC(C)=O)[C@H]1OC(C)=O | 98 | 93

Remaining list, next part.
SMILES | IGROV1 | ACHN | UO-31 | CAKI-1 | 786-0 | SN12C | NCI/ADR-RES | TK-10
C#C[C@]1(O)CCC[C@H]2[C@@H]3CC[C@@H]4C[C@H](OC(C)=O)CC[C@]4(C)[C@H]3C(=O)C[C@@]21C | 96 | 102 | 71 | 96 | 99 | 105 | 96 | 109
CCCCOC(=O)C(=O)/C(=C\n1c(=S)[nH]c2cc(C)ccc21)C(=O)C=C(C)C | 97 | 103 | 75 | 96 | 104 | 102 | 101 | 98
Cc1ncsc1CCO | 107&124 | 107 | 90&96 | 101 | 97&105 | 97&109 | 102&108 | 89&103
CCOC(=O)c1c2c(c(-c3ccc(OC)cc3)n1Cc1cccc(OC)c1)CCCc1cnoc1-2 | 94 | 90 | 82 | 71 | 94 | 91 | 90 | 124
CC(C)c1ccc(C(=O)O)cc1 | 103&98 | 106&100 | 91&73 | 102&99 | 101&108 | 108&91 | 100&98 | 104
Cc1cc(C)n(C(=O)c2sc(=S)n(-c3ccccc3)c2NC(=S)NC(=O)c2ccccc2)n1 | 103 | 101 | 82 | 94 | 111 | 104 | 108 | 113
O=C(O)Cn1nnnc1COc1ccc(Cl)cc1 | 106 | 110 | 90 | 106 | 102 | 104 | 105 | 96
O=C1c2ccccc2C(=O)N1c1nc(-c2ccccc2)cs1 | 96 | 94 | 62 | 91 | 103 | 100 | 102 | 121
COc1ccc(C(=O)Nc2ccc(-c3ccc4c(c3)NC(=O)/C4=C\c3ccc[nH]3)cc2)cc1 | 66 | 61 | 81 | 73 | 20 | 65 | -43* | 99
N#Cc1nc(-c2ccccc2)oc1N1CCC[C@H]1CO | 94 | 107 | 90 | 94 | 107 | 99 | 108 | 111
Cc1ccc(NC(=O)CN2CCN(c3cc(=O)n(-c4ccccc4)c4ccccc34)CC2)cc1 | 61 | 78 | 65 | 82 | 86 | 85 | 88 | 86
CC1(C)OC(=O)CC(=O)O1 | 105 | 105 | 90 | nt | 106 | 99 | 106 | 107
CCOc1ccccc1/C=C1\SC(=S)NC1=O | 107 | 95 | 83 | 99 | 107 | 102 | 106 | 103
O=C(O)c1ccc(-n2cc(C(=O)O)c(-c3ccc(O)cc3)n2)cc1 | 100 | 85 | 75 | nt | 95 | 99 | 66 | 116
O=C1CC[C@H](c2ccc(O)c3c2C(=O)[C@@H]2O[C@@H]2C3=O)c2cccc(O)c21 | 90 | -42* | -77* | 2.6* | 45 | 55 | 90 | 3.9*
COc1ccc(C2=NN(c3ccccc3)C(c3ccc(OCc4ccc(Cl)cc4)c(OC)c3)C2)cc1OC (configuration not stated) | 103 | 99 | 82 | 79 | 100 | 95 | 100 | 112
CC1(C)C[C@@H]2C[C@@](C)(CN2S(=O)(=O)c2ccc(C(=O)Nc3ccc(Cl)c(S(=O)(=O)N4CCOCC4)c3)cc2)C1 | 66 | 63 | 56 | 49 | 67 | 57 | 51 | 79
CC(C)(CCC(=O)N1CCSCC1)c1ccccc1 | 106 | 100 | 92 | 121 | 111 | 116 | 106 | 107
CCOC(=O)c1ccc(NC(=S)NC(=O)c2ccc(Br)cc2)cc1 | 105 | 102 | 72 | 87 | 108 | 95 | 94 | 97
CCCCNc1ccc(C#N)c(OCCN(CC)CC)c1 | 105 | 101 | 85 | 99 | 112 | 105 | 98 | 108
Cc1cc(=O)c2c(C)ccc(C)c2[nH]1 | 103 | 102 | 87 | 108 | 96 | 101 | 100 | 108
CC(N)C(O)(c1ccccc1)c1ccccc1 (configuration not stated) | 87 | 109 | 80 | 98 | 98 | 84 | 104 | 91
O=C(O)CN(CCN1CC(=O)OC(=O)C1)CCN1CC(=O)OC(=O)C1 | 55 | 90 | 58 | 57 | 50 | 78 | 88 | 62
Nc1ccc(-c2cccs2)cc1NC(=O)c1ccc(CCCC(=O)Nc2ccc(C3CC3N)cc2)cc1 (configuration not stated) | 81 | 83 | 76 | 89 | -48* | 80 | 87 | 56
Cc1cc(C(=O)CC(=O)C(F)(F)C(F)(F)C(F)(F)F)c(C)o1 | 116 | 104 | 82 | 98 | 105 | 102 | 106 | 121
O=S(=O)(NS(=O)(=O)c1ccccc1)c1ccccc1 | 100 | 98 | 88 | 91 | 95 | 103 | 96 | 91
CCc1c(C)c2ccc(O)c(-c3cc(-c4ccc(N(C)C)cc4)n(-c4ccccc4)n3)c2oc1=O | 96 | nt | 81 | nt | 97 | 98 | 100 | 93
CCCCn1c(-c2ccc(-c3nc(-c4ccc5c(c4)OCO5)no3)cc2)nc(-c2ccccc2)c1-c1ccccc1 | 89 | 95 | 75 | 96 | 103 | 89 | 100 | 108
Cc1ccnc2ccccc12 | 121 | 110 | 98 | 107 | 104 | 109 | 104 | 96
CCCCCCCCCCCCCC[n+]1ccc(C(N)=O)cc1 | 110 | 66 | 51 | 16 | -12* | 8.7* | 96 | -65*
Cc1cc(Nc2ccc(CCO)cc2)nc(N)n1 | 99 | 105 | 95 | nt | 94 | 105 | 101 | 106
Cc1ccc(-n2c(/C=C3\C(=O)Nc4ccccc43)ccc2CO)cc1 | 75 | 77 | 65 | 56 | 101 | 88 | 56 | 118
Cc1ccccc1NC(N)=O | 110 | 102 | 93 | 100 | 96 | 111 | 113 | nt
CC1([C@H]2CC[C@H]3[C@@H]4CC[C@@H]5CC6(CC[C@]5(C)[C@H]4C(=O)C[C@]23C)OCCO6)OCCO1 | 111 | 94 | 93 | 82 | 105 | 106 | 101 | 98
Cc1ccc2c(n1)C(=O)C(Cl)=C(Nc1cccc(C(C)C)c1)C2=O | 22 | 50 | 50 | 75 | 68 | 32 | nt | 119
CC(O)CN(/N=C\c1ccc([N+](=O)[O-])o1)C(N)=O (configuration not stated) | 100 | 108 | 90 | 116 | 101 | 101 | 98 | 110
CCN1C(=O)N(CC)C2NN3C(=O)C4(SC3=NC21)C(c1ccc([N+](=O)[O-])cc1)CN(C)C41C(=O)Nc2ccccc21 (configuration not stated) | 99 | 110 | 101 | 87 | 94 | 93 | 105 | 118
Cc1nc(Nc2ccc(Cl)cc2)c2cnn(-c3ccccc3)c2n1 | 112 | 105 | 95 | 96 | 103 | 102 | 98 | 95
COc1cccc(/C=N/NC(=O)CSc2nc3ccccc3c(=O)n2Cc2ccc(S(N)(=O)=O)cc2)c1 | 86 | 93 | 71 | 84 | 111 | 90 | 96 | 120
Clc1ccc(N2N=C(c3cccc(Nc4ccncc4)c3)CC2c2ccc3c(c2)OCO3)cc1 (configuration not stated) | 21 | 42 | 42 | 10 | 57 | 63 | 31 | 83
O=C(CCCCCCCCC(=O)Nc1cccc(C2=NCCN2)c1)Nc1cccc(C2=NCCN2)c1 | 104 | 112 | 96 | nt | 100 | 82 | 104 | 92

Entries of single compounds, quoted from the list. Screens in order: IGROV1, ACHN, UO-31, CAKI-1, 786-0, SN12C, NCI/ADR-RES, TK-10
O=C(CCCCCCCCC(=O)Nc1cccc(C2=NCCN2)c1)Nc1cccc(C2=NCCN2)c1 as listed: 104, 112, 96, nt, 100, 82, 104, 92
Cc1ccc2c(n1)C(=O)C(Cl)=C(Nc1cccc(C(C)C)c1)C2=O as listed: 22, 50, 50, 75, 68, 32, nt, 119
COc1cccc(/C=N/NC(=O)CSc2nc3ccccc3c(=O)n2Cc2ccc(S(N)(=O)=O)cc2)c1 as listed: 86, 93, 71, 84, 111, 90, 96, 120
Cc1nc(Nc2ccc(Cl)cc2)c2cnn(-c3ccccc3)c2n1 as listed: 112, 105, 95, 96, 103, 102, 98, 95
Clc1ccc(N2N=C(c3cccc(Nc4ccncc4)c3)CC2c2ccc3c(c2)OCO3)cc1 (configuration not stated) as listed: 21, 42, 42, 10, 57, 63, 31, 83
